KCNK3 block = human KCNK3 channel inhibitors, primary screen, CHO cells, FluxOR thallium flux, B-score | actives 0.84% (n = 340,000) | Potassium channel subfamily K member 3 (Homo sapiens), O14649 | AID 602410, 2012 | B-score at 10 µM | FluxOR fluorescence; stronger effect = lower value;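 active means B-score under library mean minus 4 SD, starting fluorescence ratio at most library mean plus 5 SD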;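 further: more negative B-score means stronger inhibition of thallium flux through KCNK3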
KCNQ1 act = potentiators or activators of KCNQ1 channel, primary screen, cell-based, thallium flux, high-throughput; Potassium voltage-gated channel subfamily KQT member 1 (Homo sapiens), P51787; B-score at 10 µM; CHO-K1 KCNQ1, thallium flux FluxOR fluorescence; stronger effect = higher value; AID 2648, 2010; actives 0.35% (n = 310,000);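 active means fluorescence ratio B-score, a plate-corrected score, at least three library SD, with initial intensity B-score within 5 SD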
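Medium – assay buffer, equal DMSO in all wells · Material – CHO-K1 cell line with stable KCNQ1 potassium channel expression · Signal – kinetic FluxOR thallium fluorescence, 10-s 1-Hz baseline, 110-s post-stimulus read · Compound – single concentration per compound, DMSO matched to controls · Schedule – 37 °C overnight plating, 90-min dark dye load, 20-min compound pretreatment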
MrgX1 allo act = positive allosteric modulators of MrgX1, primary screen, HEK293 cells, Fluo-4 calcium flux; actives 0.63% (n = 310,000); Mas-related G-protein coupled receptor member X1 (Homo sapiens), Q96LB2; FDSS; stronger effect = higher value; AID 588675, 2011; B-score at 10 µM;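 active means plate-corrected calcium response at least 3 library SD above typical, normal starting fluorescence, not activating the receptor alone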;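 further: compound read alongside a low EC10 to EC30 dose of BAM8-22 agonist; peak minus trough fluorescence over baseline measured at the second addition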
RGS4 act = RGS4 potentiators or activators, primary screen, cell-based, HEK293 M3R inducible RGS4, calcium flux. AID 463111, 2010. actives 0.92% (n = 310,000). B-score at 10 µM. carbachol calcium flux Fluo4; stronger effect = lower value;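 active means B-score of the integrated calcium signal more than 4 SD below the library mean, with starting fluorescence not abnormally high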;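 further: negative B-score means reduced calcium response which marks RGS4 activation or potentiation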
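Assay system: HEK293 FlpIn-TREx cells, stable M3R, doxycycline-inducible RGS4 / Probe or stimulus: carbachol, ECmax concentration / Times: overnight RGS4 induction, 30 min dye load 37 °C, 20 min compound RT / Signal: kinetic calcium fluorescence imaging with Fluo4-AM dye, 2 µM / Measure: Agonist-evoked peak-minus-minimum fluorescence over baseline, integrated ratio, B score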
TMEM16A inh = TMEM16A chloride channel inhibitors, primary screen, cell-based, HTS | Anoctamin-1 (Mus musculus), Q8BHY3 | AID 588511, 2011 | actives 1.2% (n = 310,000) | HEK293 TMEM16A/YFP iodide influx fluorescence, ionomycin | normalized B-score (activity score, 25-100; higher = stronger inhibition) at 10 µM;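 active means ratio plate-corrected score three or more library SD toward inhibition, starting fluorescence score within five deviations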;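 further: score derived from kinetic fluorescence span divided by baseline fluorescence per well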
Target sequence (Q8BHY3 whole entry, looked up): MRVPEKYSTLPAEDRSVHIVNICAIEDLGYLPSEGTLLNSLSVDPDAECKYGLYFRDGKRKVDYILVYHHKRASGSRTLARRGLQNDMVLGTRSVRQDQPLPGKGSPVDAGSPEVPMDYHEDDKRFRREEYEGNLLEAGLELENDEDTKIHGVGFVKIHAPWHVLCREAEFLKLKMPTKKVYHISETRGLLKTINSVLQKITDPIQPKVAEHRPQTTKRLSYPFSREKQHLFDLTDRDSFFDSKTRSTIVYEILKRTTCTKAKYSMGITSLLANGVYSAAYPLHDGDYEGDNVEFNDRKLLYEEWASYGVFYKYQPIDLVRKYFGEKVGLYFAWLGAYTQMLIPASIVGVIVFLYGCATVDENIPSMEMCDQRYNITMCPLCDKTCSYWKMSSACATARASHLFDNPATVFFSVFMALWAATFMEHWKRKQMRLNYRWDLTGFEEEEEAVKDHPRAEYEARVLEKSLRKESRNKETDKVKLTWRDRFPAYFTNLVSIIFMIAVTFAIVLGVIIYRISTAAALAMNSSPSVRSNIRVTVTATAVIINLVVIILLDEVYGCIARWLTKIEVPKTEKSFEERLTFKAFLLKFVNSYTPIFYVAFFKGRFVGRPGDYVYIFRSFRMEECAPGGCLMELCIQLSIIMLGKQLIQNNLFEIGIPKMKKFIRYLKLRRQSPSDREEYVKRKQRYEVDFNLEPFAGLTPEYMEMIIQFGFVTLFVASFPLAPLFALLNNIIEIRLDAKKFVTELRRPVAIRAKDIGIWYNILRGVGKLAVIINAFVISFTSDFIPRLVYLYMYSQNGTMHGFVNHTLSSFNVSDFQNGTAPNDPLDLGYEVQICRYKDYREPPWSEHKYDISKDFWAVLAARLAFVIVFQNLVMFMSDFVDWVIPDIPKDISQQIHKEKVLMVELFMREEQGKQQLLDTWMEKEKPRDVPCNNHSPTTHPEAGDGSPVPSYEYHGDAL
MrgX1 agonist = agonists of human MrgX1 receptor, primary screen, HEK293 cells, Fluo-4 calcium flux | Mas-related G-protein coupled receptor member X1 (Homo sapiens), Q96LB2 | Fluo-4 calcium fluorescence, agonist mode; stronger effect = higher value | B-score at 10 µM | actives 0.44% (n = 310,000) | AID 588627, 2011;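 active means calcium response B-score plate-corrected fluorescence ratio at least 3 library SD, with starting fluorescence B-score inside 5 SD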
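Material – MrgX1-expressing HEK293 cells · Input – 15,000 cells seeded per well · Dosing – compound as first of three additions · Times – overnight seeding, then 1 h dark dye loading · Measured by – kinetic Fluo-4 NW fluorescence of intracellular calcium · Read-out – B-scored fluorescence response ratio · Benchmarks – positive and negative control wells on each plate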
hERG protect = hERG rescue from dofetilide block, primary screen, cell-based, CHO-hERG, FluxOR thallium flux, dofetilide IC70 | activation (rescue from dofetilide block), less the hit threshold, % at 10 µM | dofetilide IC70 present | AID 1511, 2009 | Voltage-gated inwardly rectifying potassium channel KCNH2 (Homo sapiens), Q12809 | actives 0.51% (n = 310,000);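 active means activation above the mean of controls blocked by dofetilide plus 5 SD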;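 further: thallium influx through hERG after potassium depolarization seen as dye fluorescence rise; in these data hits start at about 4.7%; inactives centre near -7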
KCNK9 block = KCNK9 potassium channel inhibitors, primary screen, HEK293 cells, thallium flux; FluxOR thallium flux fluorescence; stronger effect = lower value; B-score at 10 µM; actives 1.2% (n = 310,000); AID 488922, 2010;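 active means ratio B-score over 3 SD below the library mean, with starting fluorescence within 5 SD of its mean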;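 further: negative B-score means less thallium flux so channel inhibition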
KCNQ1 inh = inhibitors of human KCNQ1 channel, primary screen, cell-based, thallium flux, high-throughput; actives 1.3% (n = 310,000); CHO-K1 KCNQ1, FluxOR thallium flux fluorescence; stronger effect = higher value; B-score at 10 µM; Potassium voltage-gated channel subfamily KQT member 1 (Homo sapiens), P51787;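 active means compounds whose thallium flux B-score, printed positive for inhibition, exceeds three library SD while starting fluorescence stays within three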;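 further: channel opened by potassium depolarization with thallium stimulus after 20 min compound exposure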
RGS4 block = RGS4 inhibitors, primary screen, cell-based, HEK293 M3R inducible RGS4, calcium flux; B-score at 10 µM; Regulator of G-protein signaling 4 (Homo sapiens), P49798; actives 0.45% (n = 310,000); Fluo-4 calcium flux; stronger effect = higher value; triggered by carbachol at its EC20;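 active means B-score, a plate-corrected calcium signal, over three deviations above library mean, with baseline fluorescence within five deviations of library mean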;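 further: RGS4 expression induced by doxycycline in cells with stable M3 receptor; B-score is computed from the integrated fluorescence ratio over baseline after carbachol; higher B-score means a larger calcium signal and so more RGS4 inhibition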
TMEM16A act = TMEM16A chloride channel activators or potentiators, primary screen, cell-based, HTS; AID 623877, 2012; Anoctamin-1 (Mus musculus), Q8BHY3; HEK293 TMEM16A/YFP-H148Q/I152L, iodide quench fluorescence; stronger effect = lower value; actives 0.3% (n = 340,000); B-score at 10 µM;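 active means fluorescence-ratio B-score plate-corrected deviation score at least 3 library SD below zero, with starting fluorescence score within 5 deviations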;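 further: channel opened by trigger with iodide after compound preincubation; score built on the fluorescence ratio of max minus min over baseline; more negative score means more quench and so TMEM16A activation or potentiation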
Numbers without * were called inactive; i = inactive; · = no result given.

SMILES	KCNK3 block	KCNQ1 act	MrgX1 allo act	RGS4 act	TMEM16A inh	MrgX1 agonist	hERG protect	KCNK9 block	KCNQ1 inh	RGS4 block	TMEM16A act
COc1ccc(Nc2nnc(Cc3ccc(Cl)cc3)c(=O)[nH]2)c(OC)c1	i	i	i	i	i	i	-14.1	i	i	i	i
O=C(CSc1nnc2c(n1)[nH]c1ccccc12)OCc1ccccc1	i	i	i	i	i	i	-2.7	i	i	i	i
CC(C)CC(=O)Nc1ccnc(-c2ccncc2)n1	i	i	i	i	i	i	-2.4	i	i	i	i
CC1CN(S(=O)(=O)c2cc(C(=O)N(CCc3ccccc3)Cc3ccccc3)ccc2Cl)CC(C)O1 (stereo not drawn)	-8.74*	i	i	i	i	i	-16.0	i	i	i	i
NC(=S)N/N=C\c1ccccc1OCc1ccccc1	i	i	i	i	i	i	-6.7	i	i	i	i
CC(C)CC(=O)N1CCN(c2ccc([N+](=O)[O-])c(NCc3ccccc3)c2)CC1	i	i	i	i	i	i	-2.8	i	i	i	i
O=C(O)c1cccc(S(=O)(=O)Nc2ccc([N+](=O)[O-])cc2O)c1	i	i	i	i	i	i	-10.0	i	i	i	i
O=C(CSc1nc(=O)n2ccccc2n1)Nc1ccc2c(c1)OCCO2	i	i	i	i	i	i	-12.0	i	i	i	i
CCOc1ccc(CCN2C(=O)CCC2(C)C(=O)NC(C)CC)cc1OCC (stereo not drawn)	i	i	i	i	i	i	-17.4	i	i	i	i
CC1OC(OCC2OC(Oc3c(-c4ccc(O)cc4)oc4cc(O)cc(O)c4c3=O)C(O)C(O)C2O)C(O)C(O)C1O (stereo not drawn)	i	i	i	i	i	i	-5.4	i	i	i	i
COc1ccc2nc(SCC(=O)Nc3nccs3)[nH]c2c1	i	i	i	i	i	i	-7.1	i	i	i	i
CCOC(=O)c1c[nH]n(-c2ccc(C)cc2)c1=O	i	i	i	i	i	i	-9.6	i	i	i	i
CCCCN(C(=O)NC(=O)Nc1cc(C)ccc1C)S(C)(=O)=O	i	i	i	i	i	i	-1.1	i	i	i	i
CCn1cc(S(=O)(=O)c2cccc(C)c2)c(=O)c2cc(F)c(N3CCN(C)CC3)cc21	i	i	i	i	i	i	-7.4	i	i	i	i
CCn1c(SCC(=O)Nc2nc(C)c(C(=O)OC)s2)nnc1C(C)C	i	i	i	i	i	i	-4.1	i	i	i	i
Cc1ccc(C)c(NC(=O)CCc2ccc(C)o2)c1	i	i	i	i	i	i	1.2	i	i	i	i
O=C(CSc1nnc(Cn2c(=O)sc3ccccc32)n1-c1ccccc1)NCc1ccco1	i	·	i	·	i	i	·	·	·	·	i
O=[N+]([O-])c1ccc(N2CCN(c3ccc(Cl)nn3)CC2)c(Cl)c1	i	i	i	i	i	i	-17.3	i	i	i	i
Cc1ccc(CNC(=O)Cn2c(=O)c3sccc3n(Cc3cccc([N+](=O)[O-])c3)c2=O)cc1	·	i	i	i	i	i	-2.5	i	i	i	·
CCNC(=O)NC(=O)CSc1nc2ccccc2n1CC(C)C	i	i	i	i	i	i	-11.3	i	i	i	i
CCN(CC)CCCN=Cc1c(O)n(-c2ccccc2C)c(=O)c2ccccc12	i	i	i	i	i	i	-3.5	i	i	i	i
CC(O)C(O)C(O)C(O)C1NCCS1 (stereo not drawn)	i	i	i	i	i	i	-7.7	i	i	i	i
Cc1cccn2cc(-c3ccc(F)cc3)nc12	i	i	i	i	i	i	-12.3	i	i	i	i
Cc1cc(C)nc(SCc2cn3cc(Cl)ccc3n2)n1	i	i	i	i	i	i	-1.7	i	i	i	i
COc1ccc(C)c(S(=O)(=O)Nc2ccc(OCC(=O)O)cc2)c1	i	i	i	i	i	i	-8.7	i	i	i	i
(more compounds)
SMILES	KCNK3 block	KCNQ1 act	MrgX1 allo act	RGS4 act	TMEM16A inh	MrgX1 agonist	hERG protect	KCNK9 block	KCNQ1 inh	RGS4 block	TMEM16A act
CCOC(=O)N1CCN(CC(O)COC2CC(C)CC(C)(C)C2)CC1 (stereo not drawn)	i	i	i	i	i	i	1.5	i	i	i	i
COc1ccccc1CNC(=O)COC(=O)c1nc(Cl)ccc1Cl	i	i	i	i	i	i	-13.7	i	i	i	i
O=C(CSc1ncn(-c2ccccc2)n1)Nc1ccc(Br)cn1	i	i	i	i	i	i	-15.2	i	i	i	i
Cn1c(SCC(=O)n2c3c(c4ccccc42)CCCC3)nnc1-c1ccccc1	i	i	i	i	i	i	-8.8	i	i	i	i
COc1ccc2[nH]c(C(=O)O)c(CCN3C(=O)c4cccc([N+](=O)[O-])c4C3=O)c2c1	i	i	i	i	i	i	-10.5	i	i	i	i
COc1cccc(-c2c(C(=O)N/N=C/c3ccoc3)nnn2-c2nonc2N)c1	i	i	i	i	i	i	-5.2	i	i	i	i
CCOC(=O)N1CCN(C(=O)CN(c2cccc(C)c2)S(=O)(=O)c2ccc(C)cc2)CC1	i	i	i	i	i	i	-1.3	i	i	i	i
COc1ccc(/C=C2\SC(=S)N(CCC(=O)Nc3cccc(O)c3)C2=O)cc1	i	i	·	i	·	·	-2.2	i	i	i	i
C=CCSc1nc2ccccc2c2nc(-c3ccccc3)nn12	i	i	i	i	i	i	-7.5	i	i	i	i
CCOC(=O)Cc1csc(NC(=O)c2cccc(N3C(=O)CCC3=O)c2)n1	i	i	i	i	i	i	-6.1	i	i	i	i
O=C(/C=C/c1cccs1)c1cc(Cl)ccc1O	i	i	i	i	i	i	-23.2	i	i	i	i
CCc1cc2c(SCC(=O)c3ccc(C)cc3)ncnc2s1	i	i	i	i	i	i	-5.2	i	i	i	i
OCCCn1c(C2CCCN2c2nc(-c3ccc(Cl)cc3)cs2)nc2cc(C(F)(F)F)ccc21 (stereo not drawn)	i	i	i	i	i	i	-2.4	i	i	i	i
COc1ccc(NC(=O)C(NC(=O)c2ccccc2)C(C)C)cc1 (stereo not drawn)	i	i	i	i	i	i	-12.0	i	i	i	i
CC1CCN(c2c(NCC3CCC(C(=O)Nc4ccccn4)CC3)c(=O)c2=O)CC1 (stereo not drawn)	i	i	i	i	i	i	-0.1	i	i	i	i
O=C(Cn1ccc2cc(S(=O)(=O)N3CCCCC3)ccc21)NCc1ccccc1F	i	i	i	i	i	i	-7.7	i	i	i	i
Nc1nnc(CCCCCCCCCCc2nnc(N)s2)s1	i	i	i	i	i	i	-3.4	i	i	i	i
CCN(CC)Cc1c(O)ccc2c(=O)c(-c3ccccc3Cl)coc12	i	i	i	i	i	i	-2.8	i	i	i	i
O=C(CCC1CCN(Cc2ccccc2Cl)CC1)NC1CC1	i	i	i	i	i	i	-6.3	i	i	i	i
CCOCCCNC(=O)CCSc1ccc(C)cc1	i	i	i	i	i	i	-6.0	i	i	i	i
CCc1ccc(NC(=O)COc2ccc(F)cc2C(=O)c2cnn(-c3ccccc3)c2)cc1	i	i	i	i	i	i	-10.0	i	i	i	i
CCOCCOC(=O)c1ccc(-n2cnc(C)n2)nc1	i	i	i	i	i	i	-6.7	i	i	i	i
O=C(O)Cc1ccc(NC(=O)c2cccs2)cc1	i	i	i	i	i	i	-17.8	i	i	i	i
Cc1cc(CN2CCCC(C(=O)Nc3ccc(-c4nc5ccccc5[nH]4)cc3)C2)n[nH]1 (stereo not drawn)	i	i	i	i	i	i	-13.2	i	i	i	i
Cc1cc(C)n2nc(SCc3cccc(F)c3)nc2n1	i	i	i	i	i	i	-7.2	i	i	i	·
Next section:
SMILES	KCNK3 block	KCNQ1 act	MrgX1 allo act	RGS4 act	TMEM16A inh	MrgX1 agonist	hERG protect	KCNK9 block	KCNQ1 inh	RGS4 block	TMEM16A act
COc1ccc(-c2cc(CN3C(=O)c4ccccc4C3=O)on2)cc1	i	i	i	i	i	i	2.8	i	i	i	i
COc1ccc(-c2nc3cc(C)ccn3c2NCC2CCCO2)cc1OC (stereo not drawn)	i	i	i	i	i	i	-13.2	i	i	i	i
COc1ccccc1NC(=O)c1c(NC(=O)CCC(=O)O)sc2c1CCCCC2	i	i	i	i	i	i	-10.8	i	i	i	i
CCOC(=O)c1c(-c2ccc(C)o2)csc1NC(=O)CSc1nnnn1-c1ccccc1	i	i	i	i	i	i	-13.0	i	i	9.86*	i
CCOC(=O)c1ccc(N/C=C/C(=O)c2ccc(OC)c(OC)c2)cc1	i	i	i	i	i	i	-12.5	i	i	i	i
O=c1cc(-c2ccco2)oc2c1ccc1ccccc12	i	i	i	i	i	i	-6.1	i	i	i	i
NC(=O)CC(NC(=O)Cc1ccc(Br)cc1)c1ccc(NC2CCCC2)c([N+](=O)[O-])c1 (stereo not drawn)	i	i	i	i	i	i	-0.4	i	i	i	i
CCOC(=O)C1=C(C)N(CC)C(=S)NC1c1ccc(Cl)cc1 (stereo not drawn)	i	i	i	i	i	i	-9.2	i	i	i	i
COc1cc(OC)cc(OC(=O)C2CCN(S(=O)(=O)c3ccc(OC)c(OC)c3)CC2)c1	i	i	i	i	i	i	-8.9	i	i	i	i
COc1ccc(NC(=O)c2cccc(S(=O)(=O)N3CCOCC3)c2)cc1	i	i	i	i	i	i	-5.2	i	i	i	i
CCCC[n+]1c(-c2ccc(Cl)cc2Cl)csc1Nc1ccccc1	i	i	i	i	i	i	-13.6	i	i	i	i
COC(=O)c1ccc(N2CCN(C)CC2)c(NC(=O)c2ccc(Br)o2)c1	i	i	i	i	i	i	-10.9	i	i	i	i
